G9a inh: inhibitors of human histone lysine methyltransferase G9a; Q96KQ7; G9a H3K9 monomethylation, AlphaScreen, 2 h; Potency, µM (series often up to 102 µM), inactives show at the highest dose activity, negative = inhibition, most hits filed as inhibitors; 8.8% of 350,000 active; AID 504332; note: potency is the fitted concentration of half-maximal effect; % is set by controls: 0 for no effect and ±100 for the full control effect; nearly all actives have a fitted effect of over 75% in size
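Compounds were preincubated with 20 nM G9a for 15 min, after which biotinylated H3K9 peptide (500 nM) and SAM (20 uM) started a 2 h room-temperature reaction. Monomethylated product was quantified by antibody-based AlphaScreen chemiluminescence.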
BAZ2B block: BAZ2B (human) inhibition | Q9UIF8 | AlphaScreen BAZ2B-H3K14Ac peptide displacement | Potency, µM (series often up to 114 µM), inactives show top-dose activity change, negative = inhibition, most hits filed as inhibitors | 4.4% of 360,000 active | AID 504333; note: potency is the fitted concentration of half-maximal effect; % is set by controls: 0 for no effect and ±100 for the full control effect; nearly all actives have a fitted effect of over 60% in size
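Inhibition is scored as reduced AlphaScreen emission. The BAZ2B/b-H3(5-23)K14Ac complex (50 nM each) in PBS pH 7.4, 0.01% Tween-20 meets compound (up to 110 uM) for 30 min at RT before bead addition.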
PI4K2A inh: inhibitors of human PI4K2A. purified PI4K2A, ADP-Glo luminescence, 1 h; active compounds read low. activity change, negative = inhibition, % at 76.9 µM. 0.13% of 420,000 active. AID 1346378; in the data active = activity change below about -50%; inconclusive = mostly about -30% to -49%;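 note: -100% = wells without enzyme as full effect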
Target sequence (Q9BTU6 whole entry, looked up): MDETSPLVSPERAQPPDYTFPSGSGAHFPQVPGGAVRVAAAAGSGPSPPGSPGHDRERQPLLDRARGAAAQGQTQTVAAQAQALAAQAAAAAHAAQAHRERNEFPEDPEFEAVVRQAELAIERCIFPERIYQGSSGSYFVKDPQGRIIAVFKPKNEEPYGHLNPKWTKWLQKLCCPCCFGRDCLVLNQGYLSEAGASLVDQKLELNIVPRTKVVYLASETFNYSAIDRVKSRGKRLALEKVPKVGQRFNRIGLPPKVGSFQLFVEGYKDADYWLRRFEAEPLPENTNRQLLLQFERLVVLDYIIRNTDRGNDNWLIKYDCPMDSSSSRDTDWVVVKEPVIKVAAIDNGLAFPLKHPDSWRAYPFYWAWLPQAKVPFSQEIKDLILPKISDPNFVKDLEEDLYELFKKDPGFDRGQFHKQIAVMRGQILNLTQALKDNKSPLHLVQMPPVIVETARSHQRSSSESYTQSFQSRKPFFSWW
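In this quantitative HTS, ADP production by PI4K2A was quantified luminescently after 1 h at ambient temperature; 100 microM adenosine served as plate-quality control.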
Tb PGK inh: inhibitors of T. brucei phosphoglycerate kinase; P07378; PGK/GAPDH coupled, Kinase-Glo luminescence, 60 min; Potency, µM (highest dose often 57.5 µM), inactives show top-dose activity change, negative = inhibition, hits mostly inhibitors; 0.043% of 380,000 active; AID 602233; note: potency is the fitted concentration of half-maximal effect; % is set by controls: 0 for no effect and ±100 for the full control effect; nearly all actives have a fitted effect of over 60% in size
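Recombinant glycosomal PGK reaction used 1,3-bisphosphoglycerate generated in-well by GAPDH (100nM final) in 100mM TEA pH 7.6, 5mM MgCl2, 0.01% Tween-20. After 60 minutes at room temperature, ATP was read by Kinase-Glo Plus luminescence end-point.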
ERG Ets-DNA blk: inhibitors of human ERG Ets domain-DNA interaction; P11308; fluorescence polarization, His-ERG Ets domain / labelled DNA; Potency, µM (highest dose often 76.9 µM), without a hit: top-dose FP activity, negative = inhibition, most hits filed as inhibitors; 0.028% of 370,000 active; AID 624246; active = well fitted inhibition curve with a large enough effect in the polarisation, with a control signal flat; inconclusive = small, poorly fitted or top-dose-only effect, or effect the other way, or a change in a side signal; inactive = no such curve, though single readings can be large or run the other way; the % refers to the polarisation;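 note: polarization taken with two DNA probes labelled with fluorescein and Texas red; potency is the fitted concentration of half-maximal effect; % of control where 0% means no effect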
Target sequence (P11308 whole entry, looked up, the tested form may be a part): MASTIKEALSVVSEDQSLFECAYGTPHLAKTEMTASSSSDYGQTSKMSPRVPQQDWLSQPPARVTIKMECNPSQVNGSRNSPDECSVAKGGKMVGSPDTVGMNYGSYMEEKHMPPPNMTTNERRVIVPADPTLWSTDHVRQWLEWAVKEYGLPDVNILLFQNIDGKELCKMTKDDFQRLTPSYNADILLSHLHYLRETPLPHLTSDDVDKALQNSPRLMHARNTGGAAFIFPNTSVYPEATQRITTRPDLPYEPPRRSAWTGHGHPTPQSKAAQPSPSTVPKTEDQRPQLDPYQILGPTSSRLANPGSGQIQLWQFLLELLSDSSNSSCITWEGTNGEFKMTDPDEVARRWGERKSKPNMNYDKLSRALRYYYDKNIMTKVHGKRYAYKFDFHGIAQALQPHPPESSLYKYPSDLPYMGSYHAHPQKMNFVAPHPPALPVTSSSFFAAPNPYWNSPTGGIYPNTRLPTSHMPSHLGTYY
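His-tagged ERG Ets domain (1 uM in the protein solution; 300mM KCl, 50mM Tris-HCl, 1mM EDTA, 1mM DTT, pH 7.5) received compound, then a probe mix of 5 nM fluorescein-DNA and 100nM Texas-615-DNA. Fluorescence polarization was read for both dyes.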
Pin1 inh: blocks the human prolyl isomerase Pin1; 0.009% of 390,000 active; Q13526; Pin1 FP peptide displacement, HiFluor488, 10 min; AID 504891; Potency, µM (top dose mostly 115 µM), inactives show at the highest dose activity, negative = inhibition, hits mostly inhibitors; active = well fitted inhibition curve with a large enough effect in the polarisation, with a control signal flat, not every such curve was filed as active; inconclusive = small, poorly fitted or top-dose-only effect, or effect the other way, or a change in a side signal; inactive = no such curve, though single readings can be large or run the other way; the % refers to the polarisation; note: potency is the fitted concentration of half-maximal effect; % is set by controls: 0 for no effect and ±100 for the full control effect
GLS inhibitor: glutaminase GLS (human) inhibition | Potency, µM (titrated, usually from 45.5 µM), for the others: at the top dose activity change, negative = inhibition, usual class: inhibitors | GLS enzymatic activity, qHTS titration | 0.21% of 410,000 active | O94925; note: potency is the fitted concentration of half-maximal effect; % is set by controls: 0 for no effect and ±100 for the full control effect
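hKGA in 45 mM KH2PO4 pH 8.2, 0.02% Tween-20 with pin-transferred compounds; 1 mM L-glutamine (stock) plus glutamate oxidase/HRP/Amplex Red coupling added. Fluorescence read initially and after 30 min at RT.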
HP1b chromo inh: inhibitors of HP1-beta chromodomain binding to methylated histone tails | P83916 | AlphaScreen HP1-beta / biotin-H3K9me3 peptide binding | Potency, µM (top dose mostly 114 µM), without a hit: top-dose activity change, negative = inhibition, most hits filed as inhibitors | 0.56% of 390,000 active | AID 540317; note: potency is the fitted concentration of half-maximal effect; nearly all actives have a fitted effect of over 70% in size; inactives centre near 23
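Compound inhibition of the preformed complex between 50 nM HP1-beta and 50 nM biotinylated H3K9me3 peptide was read by AlphaScreen. Buffer was PBS pH 7.4 with 0.01% Tween-20. Incubations ran 30 min at room temperature, with 10 ug/mL donor/acceptor beads.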
JMJD2A Tudor: blocks the human JMJD2A Tudor domain. O75164. AlphaScreen JMJD2A-Tudor / H3K4me3 peptide binding. Potency, µM (series often up to 114 µM), for the others: at the top dose activity change, negative = inhibition, most hits filed as inhibitors. 4.4% of 390,000 active. AID 504339; note: potency is the fitted concentration of half-maximal effect; % is set by controls: 0 for no effect and ±100 for the full control effect; nearly all actives have a fitted effect of over 50% in size
The depositor's hits bear a star; i = inactive; ? = inconclusive; · = not tested or not shown; [ ] = another dose, or the depositor's remark. Unless noted, calls come from the whole dose curve; as a rule, active = well fitted curve in the direction sought with a large enough effect; inconclusive = small, poorly fitted or top-dose-only effect, or another doubt; inactive = no such curve, though single readings can be large; an effect the other way counts as inactive or inconclusive.

SMILES	G9a inh	BAZ2B block	PI4K2A inh	Tb PGK inh	ERG Ets-DNA blk	Pin1 inh	GLS inhibitor	HP1b chromo inh	JMJD2A Tudor
OCCC1CN(Cc2cccn2-c2ccccn2)CCN1Cc1ccccc1 (stereo unspecified)	2%	-4%	-3	-3%	-9%	-1%	3%	22%	-16%
Cc1c(C(=O)NCC2CCCO2)sc2nc(-c3ccc(F)cc3)cn12 (stereo unspecified)	-5%	1%	-8	-7%	-5%	-8%	0%	29%	-9%
Cc1cc(O)c(C(C)C)cc1N=Cc1ccc([N+](=O)[O-])cc1	·	·	-4	-1%	1%	-12%	0%	50µM*	45µM*
O=C(O)c1cc(-c2ccc(Cl)cc2)n(-c2ccc(F)cc2)n1	?	3%	-6	i	-15%	1%	-13%	31%	1%
COc1ccc(C(CNC(=O)COc2ccc(Cl)c(C)c2)N2CCCCC2)cc1 (stereo unspecified)	12%	-26%	5	-7%	-3%	-1%	4%	5%[57 µM]	-8%
CCOC(=O)N1CCN(C(=O)CN(c2cccc(OC)c2)S(C)(=O)=O)CC1	-5%	6%	2	8%	1%	-2%	-4%	38%	-8%
COc1ccccc1CN1CC(C(=O)NCCN2CCOC2=O)CCC1=O (stereo unspecified)	6%	-5%	1	-11%	16%	5%	-13%	30%	-8%
COc1ccc(/C=N/n2c(-c3cc(C)[nH]n3)n[nH]c2=S)cc1	2.2µM*	-27%	-2	-8%	-9%	-11%	?	?	3.5µM*
CNS(=O)(=O)c1c(C)cc(C)c(N(C)S(=O)(=O)c2ccccc2)c1C	·	-13%	4	-3%	1%	-1%	7%	21%	-3%
COc1ccc2[nH]cc(C(=O)CN3CCCC(C)C3)c2c1 (stereo unspecified)	-4%[12.7 µM]	0%	0	3%	-2%	-3%	13%	34%	-17%
CCC(=O)N1CCCc2cc(S(=O)(=O)NCc3cccs3)ccc21	-8%[59 µM]	9%	-4	-4%	11%	0%	13%	20%	-7%
CCCC(=O)NCCc1nc2cc([N+](=O)[O-])ccc2n1C	?	12%	-1	-7%	6%	-3%	-3%	33%	11%
CCC(Sc1nc2nccnc2c(=O)n1Cc1ccccc1Cl)C(=O)NC1CCCCC1 (stereo unspecified)	5%[59 µM]	0%	-7	i	-5%	-1%	-2%	34%	2%
Cc1cc(C)nc(NC(=O)Nc2ccc(F)cc2F)n1	58%[activator]	-3%	0	6%	-9%	-1%	?	28%	-6%
CN(C)c1nc(SCC(=O)Nc2ccc(Cl)c(Cl)c2)nc(N2CCOCC2)n1	-4%[59 µM]	-1%	-1	1%	2%	-2%	-7%	?	1%
Cc1cccc(OCC(=O)Nc2cccc(C(=O)OCc3cc(=O)n4c(C)csc4n3)c2)c1	7%[59 µM]	-1%	0	-7%	2%	30%[activator]	-2%	10%	-5%
Cc1ccc(N(CC(=O)NC2CCCC2)C(=O)CCC(=O)Nc2ccccn2)cc1C	-6%	11%	7	-6%	-9%	-2%	-12%	40%[activator]	-12%
COc1ccc(CCNC(=O)C2CCCN(S(=O)(=O)c3cccc4nonc34)C2)cc1OC (stereo unspecified)	-4%[59 µM]	2%	5	-3%	7%	0%	6%	17%	-6%
Cc1nn(-c2ccccc2)c2[nH]c(=O)cc(C(F)(F)F)c12	37%[activator]	1%	-1	-7%	0%	6%	9%	49%[activator]	-1%
COc1c(O)ccc(/C=N\NC(=O)c2ccc3c(c2)OCO3)c1[N+](=O)[O-]	40%	5%	-3	i	-6%	0%	20%	26%	0%
Cc1nn(C)c(C(=O)Nc2ccn(Cc3ccccc3F)n2)c1[N+](=O)[O-]	-11%[59 µM]	-30%	6	-5%	5%	-1%	-5%	12%	-6%
C=C(C)COc1ccc2c(C)c(CCC(=O)N3C[C@H]4C[C@@H](C3)c3cccc(=O)n3C4)c(=O)oc2c1	·	-5%	-1	i	-5%	1%	1%	34%	-14%
COc1ccc(S(=O)(=O)Cc2ccc(C(=O)N3CCN(c4ccccn4)CC3)o2)cc1	-7%	7%	2	3%	1%	-9%	-1%	52%[activator]	-13%
Cc1cc(Br)ccc1NC(=O)Cn1cc(S(=O)(=O)N2CCN(c3ccccc3F)CC2)c2ccccc2c1=O	-3%[59 µM]	1%	-4	2%	4%	31%[activator]	7%	21%	-13%
CC(=O)Nc1ccc(S(=O)(=O)NC(C)CCc2ccccc2)cc1 (stereo unspecified)	·	0%	-3	i	14%	-3%	-6%	15%	-13%

Ordered by molar mass (rising): 3 of the compounds above.
SMILES	G9a inh	BAZ2B block	PI4K2A inh	Tb PGK inh	ERG Ets-DNA blk	Pin1 inh	GLS inhibitor	HP1b chromo inh	JMJD2A Tudor
Cc1cc(O)c(C(C)C)cc1N=Cc1ccc([N+](=O)[O-])cc1	·	·	-4	-1%	1%	-12%	0%	50µM*	45µM*
CC(=O)Nc1ccc(S(=O)(=O)NC(C)CCc2ccccc2)cc1 (stereo unspecified)	·	0%	-3	i	14%	-3%	-6%	15%	-13%
CCOC(=O)N1CCN(C(=O)CN(c2cccc(OC)c2)S(C)(=O)=O)CC1	-5%	6%	2	8%	1%	-2%	-4%	38%	-8%

Additional results
SMILES	G9a inh	BAZ2B block	PI4K2A inh	Tb PGK inh	ERG Ets-DNA blk	Pin1 inh	GLS inhibitor	HP1b chromo inh	JMJD2A Tudor
Cn1c(O)c(N=Nc2nc(-c3ccccc3)cs2)c2ccccc21	?	?	-2	-7%	-1%	18%	-1%	-17%	?
CCOc1ccc(S(=O)(=O)N2CCOCC2)cc1NC(=O)CSCC(=O)Nc1ccc(C)cc1	3%	-19%	-2	5%	0%	5%	4%	17%	-15%
CC(=O)N1CCc2c(sc(NC(=O)CN3C(=O)c4ccccc4C3=O)c2C(N)=O)C1	?	?	4	-8%	-16%	-7%	14%	33%[activator]	-13%
COc1ccc(-c2nc3ccccc3c(=O)n2NC(=O)c2cccnc2Cl)cc1OC	-9%	3%	-1	-6%	-7%	-5%	0%	29%	-5%
CCc1sc(C(=O)N2CCN(C(=O)c3ccccc3)CC2)cc1C	·	·	3	-6%	-3%	-6%	-3%	-23%	-10%
O=C(CSc1nc2ccccc2c(=O)n1-c1ccc(F)cc1)Nc1ccc(Cl)c(S(=O)(=O)N2CCOCC2)c1	?	0%	0	-1%	·	?	8%	24%	-16%
C/C(=N\Nc1ccc(F)cc1)c1ccc(N2CCOCC2)c(F)c1	28µM*	-19%	0	3%	-7%	-3%	6%	32%	-25%
O=C(N/N=C/c1cc2ccccc2nc1Cl)c1ccncc1	22%	-14%	-4	-6%	5%	0%	-1%	31%	-12%[57.1 µM]
CN(C(=O)CSc1nnc(NC(=O)Nc2ccccc2)s1)c1ccccc1	12%[59 µM]	-3%	-1	1%	?	-3%	5%	23%	-10%
COc1cc(/C=C(\C#N)C(=O)N2CCOCC2)cc(Br)c1O	?	-21%	0	·	5%	3%	41%[activator]	15%	-8%
COc1ccc(S(=O)(=O)NN(C)c2nc(C(F)(F)F)nc3ccccc23)cc1	4%	2%	1	-8%	6%	-6%	21%	33%	-20%
Fc1ccc(CNC(=S)Nc2cccc(Cl)c2)cc1	-5%[59 µM]	-1%	4	-2%	-3%	5%	6%	45%[activator]	8%
COc1ccc(NC(=O)NC(C)c2ccccc2)cc1 (stereo unspecified)	16%	-11%	-1	-7%	5%	0%	7%	18%	-14%
O=C(c1cc(-c2ccncc2)nc2ccccc12)N1CCN(c2ncccn2)CC1	·	·	-1	i	-3%	-3%	-9%	37%[activator]	-5%
CCOc1cc(/C=N\NC(=O)c2ccc(C)nc2)cc([N+](=O)[O-])c1O	?	-29%	-5	-6%	-1%	-3%	44%[activator]	21%	-3%
Clc1ccc2c(NNc3ccccc3Cl)ccnc2c1	3.2µM*	2µM*	-2	-6%	-4%	4%	1%	-18%	?
CC(C)(CNC(=O)c1ccc(Br)o1)CNC(=O)c1ccc(Br)o1	-21%	-4%	5	5%	1%	1%	-4%	32%	-10%
COC(=O)Cn1cnc2c(C#N)c3n(c2c1=O)CCCC3	6%	5%	-3	i	-11%	0%	-4%	25%	-8%
CCOc1cc(CNCCCN2CCOCC2)ccc1OCC(=O)Nc1cccc2ccccc12	?	-6%	0	i	-7%	-7%	15%	27%	-22%
Cc1ccc2nc(SCC(=O)Nc3c(C)n(C)n(-c4ccccc4)c3=O)[nH]c2c1	-45%[12.7 µM]	-2%	7	1%	2%	-1%	11%	30%	-3%
Cc1ccc(CNc2ccc(S(=O)(=O)N3CCOCC3)cc2[N+](=O)[O-])cc1	?	?	-2	i	-4%	15%	11%	?	?
COc1ccc(C(=O)CSc2nc3ccccc3n2CC(=O)NC(C)(C)C)cc1	?	9%	11	-5%	-7%	2%	3%	20%	-15%
Cc1c(Cl)cccc1NC(=O)CCCN1C(=O)CCC1=O	-4%	3%	0	-4%	-4%	-3%	-2%	37%	-9%
O=C(NC(c1ccccc1)c1ccccc1)c1ccc(Br)o1	-2%	12%	5	-3%	4%	5%	1%	16%	-10%
COC(=O)CCSc1nccn1Cc1ccccc1	?	-8%	3	12%	-11%	-6%	5%	26%	35µM*
O=C(NN=C1CCN(Cc2ccccc2)CC1)c1ccccc1O	-37%	11%	0	7%	9%	-4%	?	-3%	?

An excerpt from above, reduced to ERG Ets-DNA blk:
| structure | ERG Ets-DNA blk |
| --- | --- |
| COc1ccc(C(=O)CSc2nc3ccccc3n2CC(=O)NC(C)(C)C)cc1 | -7% |
| Cc1c(Cl)cccc1NC(=O)CCCN1C(=O)CCC1=O | -4% |
